Screens: PubChem BioAssay, several laboratories
CHT PAM: CHT positive allosteric modulators, primary screen, cell-based, membrane potential dye, choline EC20; High affinity choline transporter 1 (Homo sapiens), Q9GZV3; CHT-expressing cells; hits give high values; LV-AA mutant CHT in HEK293 cells; B-score at 10 µM; hit rate 0.49% among 310,000; AID 488977, 2010;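 active = initial fluorescence not abnormally high and integrated response B-score, plate-corrected, over 3 SD above library mean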
Target sequence (Q9GZV3 whole entry, looked up): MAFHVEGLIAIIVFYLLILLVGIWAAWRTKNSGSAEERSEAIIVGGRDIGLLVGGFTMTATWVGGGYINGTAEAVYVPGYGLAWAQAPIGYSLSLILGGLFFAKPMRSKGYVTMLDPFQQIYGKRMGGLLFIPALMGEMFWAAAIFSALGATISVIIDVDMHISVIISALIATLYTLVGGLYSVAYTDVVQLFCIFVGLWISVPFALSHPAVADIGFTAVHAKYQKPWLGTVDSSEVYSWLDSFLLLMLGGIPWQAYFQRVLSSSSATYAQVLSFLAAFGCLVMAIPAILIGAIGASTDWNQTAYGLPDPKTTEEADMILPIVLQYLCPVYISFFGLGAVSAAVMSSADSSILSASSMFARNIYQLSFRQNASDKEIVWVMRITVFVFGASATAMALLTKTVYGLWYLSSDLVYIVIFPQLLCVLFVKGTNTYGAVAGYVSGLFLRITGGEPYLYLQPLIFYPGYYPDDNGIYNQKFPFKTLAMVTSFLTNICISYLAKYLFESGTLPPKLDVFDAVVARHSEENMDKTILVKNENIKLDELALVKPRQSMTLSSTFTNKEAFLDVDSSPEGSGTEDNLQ
OX1R antag-1: OX1R (HCRTR1) antagonists, primary screen, fluorescence, CHO/OX1R cells, Fluo-8 calcium, orexin A. Fluo-8 calcium fluorescence. hit rate 0.43% among 330,000. inhibition, % at 5 µM. AID 434989, 2010. Orexin/Hypocretin receptor type 1 (Homo sapiens), O43613;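 active = inhibition above its plate's threshold, mean inhibition of all tested compounds on the plate plus 3 SD, cut at about 37% in these data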;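 note: 0% = orexin A challenge wells and 100% = SB-334867-A antagonist wells; not every result past the cut was called active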
Target sequence (O43613 whole entry, looked up): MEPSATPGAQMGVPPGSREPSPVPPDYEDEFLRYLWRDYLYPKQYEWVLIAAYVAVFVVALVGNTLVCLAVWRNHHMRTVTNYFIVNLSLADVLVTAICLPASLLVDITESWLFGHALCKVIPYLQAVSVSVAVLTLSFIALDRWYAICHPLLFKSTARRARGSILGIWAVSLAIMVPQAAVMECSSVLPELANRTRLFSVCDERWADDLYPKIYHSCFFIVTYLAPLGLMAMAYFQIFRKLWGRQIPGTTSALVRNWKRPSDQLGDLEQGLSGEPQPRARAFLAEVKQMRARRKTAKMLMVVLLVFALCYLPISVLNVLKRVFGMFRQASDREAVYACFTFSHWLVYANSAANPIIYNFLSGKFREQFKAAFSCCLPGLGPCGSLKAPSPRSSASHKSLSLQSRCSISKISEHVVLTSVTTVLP
OX1R antag-2: antagonists of human orexin 1 receptor (OX1R); AID 485270, 2010; inhibition, % at 6.6 µM; Orexin/Hypocretin receptor type 1 (Homo sapiens), O43613; OX1R-expressing cells, FRET antagonist read-out; hit rate 1.8% among 330,000; in the data active = inhibition mostly above about 38%, no sharp cut-off; inactive = mostly below about 40%;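 note: 0% = agonist challenge alone and 100% = reference antagonist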
Starred values were filed as active, the others as inactive; i = inactive; / = no result given.

SMILES	CHT PAM	OX1R antag-1	OX1R antag-2
CC(=O)Nc1ccc(SCC(=O)Nc2cc(C)on2)cc1	i	-12	24
COC(=O)c1c([N+](=O)[O-])c(OC)c(OC)c(OC)c1[N+](=O)[O-]	i	-17	47
Cc1ccc(Cl)cc1N1CCN(Cc2nnnn2Cc2ccco2)CC1	i	-36	17
Cc1onc(-c2ccccc2)c1C(=O)Nc1nnc(CC(C)(C)C)s1	i	-41	-15
CCOC(=O)N1CCN(C(=S)NC(=O)c2c(-c3c(Cl)cccc3Cl)noc2C)CC1	i	-6	20
CCOC(=O)[C@H]1[C@H]2COc3cc(OC)ccc3[C@@H]2N2C(=O)c3cc(F)c(F)cc3NC(=O)[C@@]12C	i	-15	11
CC[C@]12c3[nH]c4ccc(OC)cc4c3CCN1C(=O)C(CC(=O)NCCc1ccccn1)C[C@@H]2C(=O)N1CCN(C(=O)C2CC2)CC1 (some centres undefined)	/	-24	12
COc1ccc(Cl)cc1C(=O)NCCCn1ccnc1	i	-3	7
Oc1ccc(Nc2nc3ccccc3nc2Nc2ccc(O)cc2)cc1	i	8	23
O=C(CN1N=C(c2ccccc2)CCC1=O)NCCN1CCc2ccccc2C1	i	-6	5

Compound profiles (already shown):
Cc1ccc(Cl)cc1N1CCN(Cc2nnnn2Cc2ccco2)CC1 across the screens: CHT PAM: i; OX1R antag-1: -36; OX1R antag-2: 17
CCOC(=O)[C@H]1[C@H]2COc3cc(OC)ccc3[C@@H]2N2C(=O)c3cc(F)c(F)cc3NC(=O)[C@@]12C across the screens: CHT PAM: i; OX1R antag-1: -15; OX1R antag-2: 11

The main list resumes, starting 6 compounds before the break.
SMILES	CHT PAM	OX1R antag-1	OX1R antag-2
CCOC(=O)N1CCN(C(=S)NC(=O)c2c(-c3c(Cl)cccc3Cl)noc2C)CC1	i	-6	20
CCOC(=O)[C@H]1[C@H]2COc3cc(OC)ccc3[C@@H]2N2C(=O)c3cc(F)c(F)cc3NC(=O)[C@@]12C	i	-15	11
CC[C@]12c3[nH]c4ccc(OC)cc4c3CCN1C(=O)C(CC(=O)NCCc1ccccn1)C[C@@H]2C(=O)N1CCN(C(=O)C2CC2)CC1 (some centres undefined)	/	-24	12
COc1ccc(Cl)cc1C(=O)NCCCn1ccnc1	i	-3	7
Oc1ccc(Nc2nc3ccccc3nc2Nc2ccc(O)cc2)cc1	i	8	23
O=C(CN1N=C(c2ccccc2)CCC1=O)NCCN1CCc2ccccc2C1	i	-6	5
O=C(CCc1nc(-c2ccccc2F)no1)NCCN1CCOCC1	i	-10	22
Cc1ccc(C2CC(=O)C(C=NCCN3CCN(C(=S)Nc4ccc(F)cc4)CC3)=C(O)C2)cc1 (centres undefined)	i	-9	25
O=C(COC(=O)c1ccc(S(=O)(=O)N2CCOCC2)cc1)Nc1ccccc1F	/	-11	6
CC(=O)c1c(C)cc(C)c(CSc2nnc(-c3ccco3)o2)c1C	i	19	20
CCC(C(=O)OCn1nnc2ccccc2c1=O)c1ccccc1 (centres undefined)	i	-17	11
C=CCc1c(C)nc(SC(C)C)[nH]c1=O	i	-28	17
O=C(NCCCN1CCCCC1)C1CC(=O)N(CCc2ccccc2)C1 (centres undefined)	i	0	-2
Cc1cc(C)n(Cc2ccc(C(=O)NCc3ccco3)o2)n1	i	-6	36
Cc1cc(C)n(Cc2ccc(C(=O)O)o2)n1	i	-10	13
CCc1ccc(/C=C2\Oc3cc(OS(C)(=O)=O)ccc3C2=O)cc1	i	4	11
COc1ccc(CNS(=O)(=O)c2csc(C(N)=O)c2)cc1OC	i	-9	8
Cc1ccc(-c2c[n+](CC(=O)c3cccs3)c3n2CCC3)cc1	i	-12	22
CCN(CC(=O)NCC1CCCO1)S(=O)(=O)c1ccc(Cl)cc1 (centres undefined)	i	-13	24
COc1ccc(C(C)=NNC(=O)c2cccc(S(=O)(=O)N3CCCC3)c2)cc1	/	-5	22
CC(C)Cc1nnc(NC(=O)C2CCCC2)s1	i	-14	28
Cc1ccc(NC(=O)c2ccc(F)cc2)nc1	i	-7	6
COCCNc1cc(C)nc2c3c(C)cc(C)nc3nn12	i	-18	14
Cc1ccc(Cl)cc1NC(=O)Nn1cnnc1	i	0	2
COc1ccc(C(CNS(=O)(=O)c2cccc(F)c2)N2CCCC2)cc1 (centres undefined)	/	-26	8
Clc1ccc(CON/C=N/c2ncnc3sccc23)c(Cl)c1	i	-9	45*
Cc1ccc(CNC(=O)CSc2nc(=O)n3ccccc3n2)cc1	i	-15	9
O=C(Nc1ccc(Cl)c(Cl)c1)N(CCCN1CCOCC1)Cc1cccnc1	i	-32	20
CCCCn1c(=N)n(CC(O)c2ccccc2)c2ccccc21 (centres undefined)	i	-27	16
CN=C(Nc1cccnc1)c1cccc(C(F)(F)F)c1	i	-9	15
O=C(OCC(=O)N(C1CCCCC1)C1CCCCC1)c1ccccc1O	i	-7	0
Cc1nc2ccccn2c1C(=O)N/N=C/c1ccc(CNC(=O)C(=O)Nc2ccccc2)o1	i	-1	19
CCC1(c2ccc(F)cc2)NC(=O)N(CC(=O)Nc2ccc3c(c2)OCCO3)C1=O (centres undefined)	/	-2	-5
N=c1n(CC(=O)c2ccc([N+](=O)[O-])cc2)c2ccccc2n1Cc1ccccc1	i	-21	13
CCc1cc(=O)oc2cc3oc(C)c(C)c3cc12	i	-11	18
COCCSc1nnc(NC(=O)CCS(=O)(=O)Cc2ccccc2)s1	i	-26	-2
COC(=O)c1ccccc1NC(=O)CSc1nnc(C(CO)NC(=O)c2ccccc2Cl)n1C (centres undefined)	i	-20	6
O=C(O)C1CCN(C(=O)CSc2nc3ccccc3c(=O)n2-c2ccc(Cl)cc2)CC1	i	0	1
S=C(NCCc1ccccc1)N1CCn2cccc2C1c1ccncc1 (centres undefined)	i	-10	12
CC(Oc1ccc(Cl)cc1)C(=O)Nc1ccccc1C(=O)N1CCOCC1 (centres undefined)	i	-7	23
O=C(CN1CCN(Cc2ccccc2)CC1)NC(=O)NCc1ccco1	i	-17	-1
O=C(CSc1ncccn1)N1CCN(Cc2ccccc2)CC1	i	4	16
CN1CCN(C=NC2=NN(c3cccc(C(F)(F)F)c3)CC2)CC1	i	-9	7
O=C(COc1ccc(Cl)cc1)NNC(=O)c1ccc(=O)[nH]c1	/	-13	4
Cn1ccnc1C(O)c1ccco1 (centres undefined)	i	-4	-1
Clc1ccc(Nc2nc(N3CCOCC3)nc(N3CCOCC3)n2)cc1Cl	i	9	14
CCOC(=O)CC(=O)CSc1ncc(C(=O)OCC)c(N)n1	i	-34	-1
COc1ccc(C2c3[nH]c4ccccc4c3C[C@H]3C(=O)N(CCCO)CC(=O)N23)c(OC)c1 (some centres undefined)	i	-15	-1
COCCNC(=O)CN(c1cc(Cl)ccc1OC)S(=O)(=O)c1ccc(C)c([N+](=O)[O-])c1	i	-3	32
Cc1cc(NC(=O)C(C)C)ncc1NC(=O)Cc1ccccc1	i	-4	7
COc1cccc(NC(=O)CN(C)C(=O)c2cc(S(=O)(=O)NCc3ccccc3)ccc2C)c1	i	-10	17
COC(=O)c1c(NC(=O)CN2CCN(Cc3ccc4c(c3)OCO4)CC2)sc(C)c1C	i	-29	11
COC(=O)c1nn(-c2cccc(C(F)(F)F)c2)ccc1=O	i	-17	2
CCOC(=O)c1c(NC(=O)COc2ncnc3ccccc23)sc(C(C)=O)c1C	i	-26	26
COc1ccccc1CC(=O)N1CCCC1	i	-25	22
COC(=O)CN1CCN(C(=O)c2ccc(F)cc2)c2ccccc2C1	i	-22	10
Remaining list, next part.
SMILES	CHT PAM	OX1R antag-1	OX1R antag-2
CS(=O)(=O)NCc1ccc(C(=O)NCc2ccccc2)cc1	i	13	3
N#C/C(=N/Nc1ccccc1F)C(=N)N1CCOCC1	i	-6	15
O=c1ccnc(Nc2ccc(Cl)cc2)[nH]1	i	-4	13
COc1cc(CN2CCN(c3ncccn3)CC2)cc(OC)c1	i	-5	12
Oc1ccc2ccccc2c1C=Nc1ccccc1Br	i	-11	12
Cc1[nH]c2ccccc2c1C(=O)C(C)OC(=O)C1CCC1 (centres undefined)	i	6	16
Cc1cc(N/N=C/c2ccc(O)cc2)c2cccc(C)c2n1	i	-4	-2
CC(=O)Nc1cccc(Nc2nc(-c3cccs3)nc3ccccc23)c1	i	-26	30
CC1CCN(C(=O)c2ccc(S(=O)(=O)N3CCOCC3)cc2)CC1	i	1	3
COc1ccc(-c2nnn(CC(=O)N(CC3CCCO3)C(C(=O)NC(C)(C)C)c3ccco3)n2)cc1OC (centres undefined)	i	-23	18

Retrieved by compound from the list above (4):
SMILES	CHT PAM	OX1R antag-1	OX1R antag-2
Cc1cc(N/N=C/c2ccc(O)cc2)c2cccc(C)c2n1	i	-4	-2
COc1cc(CN2CCN(c3ncccn3)CC2)cc(OC)c1	i	-5	12
CC1CCN(C(=O)c2ccc(S(=O)(=O)N3CCOCC3)cc2)CC1	i	1	3
Oc1ccc2ccccc2c1C=Nc1ccccc1Br	i	-11	12

(more compounds)
SMILES	CHT PAM	OX1R antag-1	OX1R antag-2
Cc1cc(/C=C/C(=O)O)c(C)n1-c1ccc(Cl)cc1	i	-7	10
CN(C)c1ccc(S(=O)(=O)N(C)C)cc1NC(=O)Cc1cccc2ccccc12	i	-26	43
C(=N\n1cnnc1)/c1cccn1-c1ccccc1	i	-1	11
CCC(CO)N=CC1=C(O)C(C(=O)c2ccccc2)CCC1=O (centres undefined)	i	-8	14
Cc1ccc(Oc2cc(-n3nc(C)cc3C)ncn2)cc1	i	-6	9
Cc1ccccc1-c1cc(C(=O)Nc2sc(C)c(C)c2C(N)=O)c2ccccc2n1	i	-19	60
Cc1c(C(=O)Nc2ccc(F)cc2)nnn1-c1cccc(C(F)(F)F)c1	i	4	36
CCCCCc1ccc(-c2ccc(OC)cc2)nc1	i	-31	11
CC(c1nnc(SCC(=O)Nc2cccnc2Cl)n1-c1ccccc1)N(C)C (centres undefined)	i	-29	14
O=C(O)CN1C(=O)/C(=C\c2ccc(OC(=O)c3ccco3)cc2)SC1=S	i	5	16
O=C(CC1C(=O)NCCN1Cc1ccccc1)NC1CCCCCC1 (centres undefined)	i	-2	5
O=C(Nc1ccccc1)C(O)C(O)C(=O)Nc1ccccc1 (centres undefined)	i	-16	15
CCN(C[C@H]1N[C@@](CC)(C(=O)OC)[C@H]2C(=O)N(Cc3ccccc3)C(=O)[C@@H]12)S(=O)(=O)c1ccc(OC(F)(F)F)cc1	/	-19	-2
CCCOc1ccccc1NC(=O)c1c(-c2ccccc2)noc1C	i	-64	23
O=C(Cn1nnc(-c2cccs2)n1)NCc1cccs1	i	-8	4
COc1ccc(N2CCN(C(=O)CCCn3c(=O)[nH]c4cc(Cl)ccc4c3=O)CC2)cc1	i	-27	7
CC[N+](CC)(CC)CCOc1ccc(/C=C/c2ccccc2)cc1	i	1	13
C/C(O)=C(/N=O)C(=O)Nc1ccccc1	i	-7	9
COc1cc(C(=O)NC(=S)NNC(=O)c2ccc3c(c2)OCO3)cc(OC)c1OC	i	-20	17
COc1ccccc1-c1nnc(NC(=O)c2ccc3ncsc3c2)o1	i	-9	8
CCN(CC(=O)NCc1cccs1)C(=O)/C=C/c1ccc(C)cc1	/	-32	8
COc1ccccc1NC(=O)COc1cc(Br)c(CNCCCN2CCOCC2)cc1OC	i	-28	20
Nc1c(C(=O)NCc2ccco2)nnn1-c1ccccc1	i	-7	16
CN(C)c1nc(Cl)nc(NCCOc2ccccc2)n1	i	-15	5
COC(=O)c1c(N2C(=O)[C@H]3[C@@H](C2=O)[C@]2(C(=O)Nc4ccccc42)N2CCC[C@@H]32)sc(C)c1C	i	-24	8
CC(=O)c1ccc(OCCCC(=O)NCC(c2ccco2)N(C)C)cc1 (centres undefined)	i	-15	13
CCC(C)Sc1nc2c(c(=O)[nH]c(=O)n2C)n1Cc1ccc(Cl)cc1 (centres undefined)	i	-36	18
Cc1ccc(NCCC(=O)c2cccc([N+](=O)[O-])c2)c(C)c1	i	-18	10
Cc1cc(N2CCN(Cc3cn(C)nc3-c3cccc(Cl)c3)CC2)cc(C)n1	i	-21	24
CCOc1ccccc1NC(=S)NC1CCCCC1	i	-7	14
Cc1cccc(OC(C)C(=O)N2CCCc3ccccc32)c1 (centres undefined)	i	-29	21
Cc1cc(NC(=O)CCC(=O)N(CC(=O)NCC2CCCO2)c2cccc(C)c2C)no1 (centres undefined)	i	-7	9
CCOc1ccc(CCNC(=O)C2CCCN(S(=O)(=O)N3CC(C)CC(C)C3)C2)cc1OCC (centres undefined)	i	-19	3
Cc1ccc(CNC(=O)c2ccc(COc3ccccc3)cc2)cc1	i	-10	16
COc1cc([N+](=O)[O-])ccc1NC(=O)COC(=O)C1=NN(c2ccccc2)C(=O)CC1	/	-9	17
COc1ccccc1NC(=O)CN1CCN(C2c3ccccc3-c3ccccc32)CC1	i	-46	8
COc1ccc(OC)c(NC(=S)NCCSc2ccc(C)cc2)c1	i	-27	32
FC(F)(F)c1cc(-c2ccco2)nc(NCc2ccc(Cl)cc2)n1	i	-13	9

Printed as active in OX1R antag-2 (from the list above):
Structure	OX1R antag-1	OX1R antag-2
Clc1ccc(CON/C=N/c2ncnc3sccc23)c(Cl)c1	-9	45*
